RT RNaseH block: HIV-1 RT RNase H inhibitors, primary screen, biochemical, fluorescence; inhibition, % at 10 µM; actives 1.9% (n = 65,000); Gag-Pol polyprotein (Human immunodeficiency virus type 1 group M subtype B (isolate …; AID 565, 2006; RT-RNase H RNA/DNA duplex cleavage; in the data active = inhibition above about 50%
RmlC RmlD mix: RmlC and RmlD coupled enzyme inhibitors, primary screen, biochemical, 384-well, compound mixtures, retest. RmlC/RmlD coupled enzyme inhibition, 384-well mixture HTS. inhibition, % at 5.5 µM. actives 0.39% (n = 110,000); in the data active = inhibition above about 30%, passing the limit was not always enough; also: strong numbers were not always called active
* = called active by the depositor; . = not tested or not shown; & = joins results of further samples. These rows are one share of the data; count on the stated rates, not on these rows.

no.	SMILES	RT RNaseH block	RmlC RmlD mix
1	COc1ccc2[nH]c(=O)c(CN(Cc3cccs3)Cc3nnnn3C(C)(C)C)cc2c1	-19	14
2	CC(C)CC(NS(=O)(=O)c1ccc2c(c1)oc(=O)n2C)C(=O)NC1CCCc2ccccc21 (centres undefined)	33	.
3	CS(=O)(=O)N1CCN(C(=O)Cc2cccs2)CC1	8	14
4	Cc1cccc(C)c1NC(=O)C(NC=O)c1ccccc1Cl (centres undefined)	.	2
5	COC(=O)c1cc(COc2ccc3oc(C)c(C(=O)OC)c3c2)c(C)o1	-57	-15
6	CCc1ccc(-c2nnn(CCC(=O)OC)n2)cc1	-12	19
7	O=c1c(F)cn(C2CCCO2)c(=O)n1Cc1ccccc1Cl (centres undefined)	-8	-12
8	O=C(NCc1ccccc1)c1ccc(CS(=O)(=O)c2ccccc2)o1	.	-16
9	c1ccc(-c2nn3c(C4CCCCC4)nnc3s2)cc1	-6	-8
10	Cc1ccc(-c2nc(CS(=O)CC(=O)NCCN3CCCC3)c(C)o2)cc1 (centres undefined)	-3	2
11	Cc1cc(NC(=O)CC2CCCC2)n(-c2nc3ccccc3[nH]2)n1	-8	3
12	Cc1ccc(NC(=O)c2noc3c2CC(C(C)(C)C)CC3)cc1 (centres undefined)	.	-17
13	O=c1c2c3c(sc2nc2n1N=C(c1cccs1)CS2)CCCC3	.	-6
14	COc1ccc(N/N=C2/CCCCC2=O)cc1	.	-9
15	COCCn1c(-c2ccco2)csc1=Nc1cccnc1	.	-6
16	Cc1ccc([N+](=O)[O-])cc1NC(=O)CCSc1ccc(Cl)cc1	.	10
17	CCNC(=O)NC1(C(=O)Nc2ccc3c(c2)CCC3)CCCCC1	1	-10
18	Cc1cc(C)cc(NC(=O)c2ccc(CNc3c(N4CCOCC4)c(=O)c3=O)cc2)c1	.	-6
19	O=C(NCCCc1ccccc1)C1CCN(c2nnc(-n3cccc3)s2)CC1	6	8
20	Cc1ccc(S(=O)(=O)NCCc2ccc(S(N)(=O)=O)cc2)cc1	.	11
21	CCCc1cc(=O)[nH]c(SCC(=O)N2CCN(c3ccccc3)CC2)n1	1	-7
22	COCCN1Cc2cccc(C(=O)NC(C)c3cccs3)c2C1=O (centres undefined)	.	-1
23	Cn1ccnc1SCC(=O)Nc1ccccc1	.	-13
24	CCN1CCN(S(=O)(=O)Cc2ccccc2)CC1	1	-12
25	COc1ccc(-c2ccc3oc(-c4ccc(OC)cc4)c(-c4ccc(OC)cc4)c3c2)cc1	.	-11
26	CN(C)C(=O)N1CCCC(C(=O)NCc2ccc(F)cc2Cl)C1 (centres undefined)	-2	-13
27	O=C(Cn1cnc2ccccc2c1=O)NC1CCCc2ccccc21 (centres undefined)	7	-7
28	CCNc1nc(NC(C)C)nc(Nn2cnnc2)n1	-9	9
29	CC(C)CC(=O)Nc1ccc(Nc2ccccc2)cc1	.	-8
30	CC(C)c1cc(-c2cc(-c3ccc(Cl)cc3)on2)nc(NC2CCCC2)n1	.	-20
31	Cc1ccc(C(=O)Nc2nc3nc(-c4ccccc4)cc(=O)n3[nH]2)cc1	.	-10
32	N#Cc1nc(-c2ccccc2F)oc1NCc1cccc2c1OCO2	-85	20
33	CC(C)N1CC2=C(OC(N)=C(C#N)C2c2cccnc2)/C(=C/c2cccnc2)C1 (centres undefined)	-4	-4
34	O=S(=O)(c1ccccc1)N1CCC(N2CCCCCC2)CC1	-4	16
35	CCOc1cc(C(=S)N2CCCCC2)ccc1OS(=O)(=O)c1ccc(Br)cc1	.	7
36	Cn1c(=O)c2c(nc(Br)n2CC(=O)c2cccs2)n(C)c1=O	.	13

Compounds 1–6 from above:
no.	SMILES	RT RNaseH block	RmlC RmlD mix
1	COc1ccc2[nH]c(=O)c(CN(Cc3cccs3)Cc3nnnn3C(C)(C)C)cc2c1	-19	14
2	CC(C)CC(NS(=O)(=O)c1ccc2c(c1)oc(=O)n2C)C(=O)NC1CCCc2ccccc21 (centres undefined)	33	.
3	CS(=O)(=O)N1CCN(C(=O)Cc2cccs2)CC1	8	14
4	Cc1cccc(C)c1NC(=O)C(NC=O)c1ccccc1Cl (centres undefined)	.	2
5	COC(=O)c1cc(COc2ccc3oc(C)c(C(=O)OC)c3c2)c(C)o1	-57	-15
6	CCc1ccc(-c2nnn(CCC(=O)OC)n2)cc1	-12	19

The results go on:
no.	SMILES	RT RNaseH block	RmlC RmlD mix
37	O=C(O)C1C2C=CC3(CN(C/C=C/c4ccccc4)C(=O)C13)O2 (centres undefined)	0	-17
38	CCN(CC)c1ccc(C2NC(=O)NC(C)=C2C(=O)Nc2ccccc2)cc1 (centres undefined)	8	-14
39	COC(=O)c1cc(C(=O)c2cccc(Cl)c2Cl)cn1C	.	6
40	C=CCn1c(=O)c2ccccc2n2c(SCc3c(C(=O)OCC)oc4ccccc34)nnc12	-52	1
41	CC(C)(C)c1ccc(NC(=O)CC2(C(F)(F)F)OCCO2)cc1	-1	0
42	CCOC(=O)c1ccccc1NC(=O)CN(c1ccccc1)S(=O)(=O)N(C)C	-14	-6
43	Cc1nc2sc(-c3ccccc3)cc2c(=O)n1-n1cccc1	-1	3
44	CC1=C(C(=O)OCc2ccccc2)C(c2ccccn2)c2c(n(C)c(=O)n(C)c2=O)N1 (centres undefined)	-7	8
45	Cc1c(NC(=O)COc2ncnc3c(Cl)cc(Cl)cc23)c(=O)n(-c2ccccc2)n1C	-1	10
46	O=C(CCCCn1c(=O)[nH]c2ccccc2c1=O)N1CCN(c2ncccn2)CC1	-16	.
47	Cn1cnnc1SCC(=O)Nc1sccc1C#N	-2	15
48	CC(=O)c1ccc(N2CCC(c3cc(-c4ccc(Cl)cc4Cl)n[nH]3)CC2)c([N+](=O)[O-])c1	.	-9

Rewritten field by field: 4 of the compounds above
45	Cc1c(NC(=O)COc2ncnc3c(Cl)cc(Cl)cc23)c(=O)n(-c2ccccc2)n1C
  RT RNaseH block: -1 | RmlC RmlD mix: 10

38	CCN(CC)c1ccc(C2NC(=O)NC(C)=C2C(=O)Nc2ccccc2)cc1 (centres undefined)
  RT RNaseH block: 8 | RmlC RmlD mix: -14

48	CC(=O)c1ccc(N2CCC(c3cc(-c4ccc(Cl)cc4Cl)n[nH]3)CC2)c([N+](=O)[O-])c1
  RT RNaseH block: . | RmlC RmlD mix: -9

41	CC(C)(C)c1ccc(NC(=O)CC2(C(F)(F)F)OCCO2)cc1
  RT RNaseH block: -1 | RmlC RmlD mix: 0

The list goes on:
no.	SMILES	RT RNaseH block	RmlC RmlD mix
49	CCc1nnc(NC(=O)CCC(=O)N2CCN(CCOc3ccc(C)cc3)CC2)s1	2	-15
50	CCCCNC(=O)c1cc(-c2ccc(OC)cc2)on1	-1	-18
51	O=C(c1ccco1)N1CCN(C(c2ccccc2)c2nnnn2Cc2cccs2)CC1 (centres undefined)	-7	3
52	CCCN1C(=O)C2(/C(=C(\O)c3ccc4c(c3)OCCO4)C(=O)C(=O)N2CCCOC)c2ccccc21 (centres undefined)	-10	-10
53	Nc1nc(SCc2ccc3c(c2)OCCO3)n[nH]1	-22	-7
54	CC(C)Oc1cc(NC(=O)CS(=O)CC(=O)Nc2cccc(C(F)(F)F)c2)c(Cl)cc1Cl (centres undefined)	.	2
55	COc1cc2cc(C)c(SCC(=O)N3CCOCC3)nc2cc1OC	-10	-44
56	CCOC(=O)c1sc2ccc(S(=O)(=O)N3CCOCC3)cc2c1N	-7	5
57	Cc1ccccc1-c1noc(CCC(=O)NCC2CCCO2)n1 (centres undefined)	.	-12
58	CCCc1cc(=O)[nH]c(SCc2cc(Cl)ccc2OC(F)F)n1	.	-10
59	O=C(OC1CCOC1=O)c1cc(-c2ccc(Br)cc2)nc2ccccc12 (centres undefined)	.	-4
60	COc1ccc(C2C(C(=O)NCc3cccnc3)c3ccccc3C(=O)N2C)cc1OC (centres undefined)	-1	3
61	CC(CN1CCOCC1)OC(=O)C(c1ccccc1)c1ccccc1 (centres undefined)	.	4
62	O=C(/C=C/c1ccc(Cl)cc1)N1CCN(c2ncccn2)CC1	.	6
63	Cc1cc(C)nc(SCC(=O)Nn2cnnc2)n1	-4	.
64	COc1ccc2c(c1)SC(C)CC2=O (centres undefined)	.	-6
65	OCCOCCN1CCN(C2=Nc3ccccc3Sc3ccccc32)CC1	.	-13
66	COc1cc(SC)ccc1C(=O)Nc1ccc2c(c1)OCCO2	-74	-9
67	OCCN1CCN(CCOc2cccc(Cl)c2)CC1	.	4
68	O=C(O)c1cccc(NC(=O)c2cccc(S(=O)(=O)N3CCCCC3)c2)c1	-9	6
69	Cc1cc(N2CCN(c3ccccn3)CC2)n2cc(-c3ccccc3)nc2n1	.	-15
70	CCN(CC)S(=O)(=O)c1ccc(C(=O)Nc2cc(C)cc(C)c2)cc1	.	-17
71	CCNCc1cc(Br)c(OCC(=O)Nc2ccccc2)c(OC)c1	.	1
72	c1ccc(-c2n[nH]c3ccccc23)cc1	-18	-1
73	c1cnc(N2CCN(Cc3ccc4c(c3)OCO4)CC2)nc1	.	5&4
74	CC(=O)NCCOc1ccc(C(=O)O)cc1	-1	-16
75	C=CCCC(=O)Nc1nc(C)c(-c2csc(Nc3cc(OC)ccc3OC)n2)s1	.	-13
76	CCCc1nc(-c2ccccc2O)n(-c2ccccc2)n1	-11	-80
77	COc1cc2c(cc1OC)C(C(=O)O)C(c1ccc(C)o1)N(C)C2=O (centres undefined)	-4	6
78	Nc1ccccc1C(=O)OCCOc1ccccc1	-36	-42
79	CCC(=O)N1c2ccc(S(=O)(=O)CCC(=O)N3CCN(c4ccccc4)CC3)cc2CC1C (centres undefined)	-25	.
80	Cc1ccc(OCC(O)CNS(=O)(=O)c2ccccc2C(=O)N2CCCCC2)cc1 (centres undefined)	-2	12
81	CC(=O)Nc1ccc(NC(=O)C2CCN(S(=O)(=O)c3cccc4nonc34)CC2)cc1	.	-4
82	COc1cc(-c2nn3c(-c4cccnc4)nnc3s2)cc(OC)c1OC	-23	-4
83	CCCC1C2CN(C(C)=O)CC=C2C(C#N)=C(N)C1(C#N)C#N (centres undefined)	9	-20
84	COc1ccc(-c2nc3ccccc3n2Cc2ccc(C)cc2)cc1	.	6
85	CCCCc1nc(Cl)c(CO)n1Cc1ccc(-c2ccccc2-c2nnn[nH]2)cc1	.	-3
86	Cc1ccc(-c2csc(=S)n2CC(=O)OCC(=O)NCc2ccc(F)cc2)cc1	.	1
87	CSc1nc(N)nc(SCC(=O)C(C)(C)C)c1C#N	.	6
88	N#Cc1c(NC(=O)CSc2ncc(-c3ccccc3)n2CC2CCCO2)sc2c1CCCC2 (centres undefined)	3	10
89	COc1ccc(NC(=O)Cn2c(-c3ccc(OC)cc3)cn(-c3ccc(C)cc3)c2=O)cc1	.	-9
90	Cc1cccc2sc(NC(=O)C3c4ccccc4Oc4ccccc43)nc12	.	12
91	COc1ccc(C2CC(c3c(Cl)cccc3Cl)n3nc(N)nc3N2)cc1 (centres undefined)	-11	-6
92	CCC(C)(C)NC(=O)C(c1cccn1C)N(Cc1ccc(C)cc1)C(=O)Cn1nnc2ccccc21 (centres undefined)	50*	-5
93	COc1ccc(CNC(=O)C2CCN(C(=O)N3CCOc4ccc(C)cc43)CC2)cc1	0	-11
94	CCn1cnc2scc(-c3ccccc3)c2c1=O	-7	-17
95	CCNCCC(=O)N1c2ccccc2Sc2ccc(NC(=O)OCC)cc21	.	-12
96	CCCCOC(=O)CNc1n[nH]c(=S)[nH]c1=O	.	8
97	Cc1cc(C)c2cc(CN(Cc3nnnn3Cc3ccc(F)cc3)C3CCCC3)c(=O)[nH]c2c1	.	9
98	CCOC(=O)N1CCC(NC(=O)c2ccc(CNS(=O)(=O)c3ccc(F)cc3)cc2)CC1	-4	11
99	CC(C)OC(=O)CCNc1n[nH]c(=O)[nH]c1=O	-4	-10
100	CCn1c(SCC(N)=O)nc2c(c1=O)C1(CCCC1)Cc1ccccc1-2	.	-9
101	CCOC(=O)CC(=O)CSc1nc2c(c(C)c1C#N)CCC2	-22	.
102	CCOC(=O)C1CCN(C(=O)C2(NC(=O)Nc3ccccc3Cl)CCCCC2)CC1	6	-14
103	CCCN(Cc1ccc(N(C)C)cc1)CC1CC1	.	14
104	Cc1c(C(O)CN2CCC(C(N)=O)CC2)c2ccccc2n1C (centres undefined)	-3	4
105	COc1ccc(-n2c3c(c(=O)[nH]c2=O)C(C(F)(F)F)(C(F)(F)F)N=C(CC(C)C)N3)cc1	.	-11
106	CC(=O)c1[nH]c(C)c(C(C)=O)c1C	.	-40
107	O=C(c1cnn2c1NC(c1ccc(Br)cc1)CC2C(F)(F)F)N1CCN(C23CC4CC(CC(C4)C2)C3)CC1 (centres undefined)	.	9
108	NC(=O)c1sc2nc3c(c(-c4cccs4)c2c1N)CCCC3	-48	.

The results go on.
no.	SMILES	RT RNaseH block	RmlC RmlD mix
109	COc1ccc2[nH]cc(C(=O)CN(C)C)c2c1	.	57
110	O=C(O)c1cccc(NS(=O)(=O)c2cccc3cccnc23)c1	-4	-7
111	CC(C)(C)c1cc(C(=O)O)nn1-c1ccccc1	-3	-11
112	CCc1nc(SCC(=O)O)c(C#N)cc1C	.	-2
113	COc1cc(S(=O)(=O)NCc2cccnc2)c(OC)cc1Br	.	-12
114	CCOC(=O)C(CSCC(=O)c1ccc(Cl)cc1Cl)NC(=O)OC(C)(C)C (centres undefined)	.	9
115	C=CCN1C=C2C(=O)C(C)(OC(=O)CCc3ccccc3)C(=O)C=C2C=C1c1ccc(C#N)cc1 (centres undefined)	.	0
116	Cc1n[nH]c(C)c1S(=O)(=O)N1CCCC(C(=O)Nc2ccc3c(c2)OCCO3)C1 (centres undefined)	-26	.
117	Cc1ccc2ncccc2c1NS(=O)(=O)c1ccccc1	-6	-10
118	COc1ccc(-c2cc(C3CCN(c4ncccc4[N+](=O)[O-])CC3)[nH]n2)cc1	.	-7
119	Cc1ccccc1C(=O)Nc1ccc2c(c1)OCO2	0	9
120	CC(=O)c1c(C)[nH]c(C(=O)CSc2nnc(-c3ccccc3)n2Cc2ccc3c(c2)OCO3)c1C	.	-9
121	CC(C)(C)NC(=O)CCC1COc2ccccc2O1 (centres undefined)	.	13
122	COc1cc(/C=N/O)cc(Br)c1OCc1ccc(Cl)cc1	.	-12

Assay outcomes deposited in PubChem BioAssay by several laboratories.
